LMPTP inh: LMPTP phosphatase inhibitors, primary screen, biochemical, fluorescence intensity, uHTS; hit rate 0.22% among 360,000; recombinant LMPTP-A, OMFP fluorogenic substrate; inhibition, % at 20 µM; Low molecular weight phosphotyrosine protein phosphatase (Homo sapiens), P24666;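 active means compounds that cut the enzyme signal by at least half of the control window in the single-dose screen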;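 further: plate controls were DMSO wells with enzyme plus substrate for no effect and substrate without enzyme for full effect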
Target sequence (P24666 whole entry, looked up): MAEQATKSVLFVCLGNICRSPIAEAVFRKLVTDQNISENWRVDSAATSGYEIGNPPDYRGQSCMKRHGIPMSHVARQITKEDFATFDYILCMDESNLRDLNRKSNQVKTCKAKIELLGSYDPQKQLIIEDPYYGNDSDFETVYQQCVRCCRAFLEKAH
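Assay system: LMPTP-A, protein tyrosine phosphatase of low molecular weight / Medium: pH 6.0 Bis-Tris buffer with DTT and Triton X-100 / Schedule: 50 min enzyme reaction at room temperature, protected from light / Measured by: endpoint fluorescence intensity from OMFP dephosphorylation / Read-out basis: % inhibition relative to no-enzyme and uninhibited control wells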
E coli Lon inh: inhibitors of E. coli Lon protease, primary screen, biochemical, fluorescence polarization; P0A9M0; purified E. coli Lon protease; inhibition, % at 7.94 µM; hit rate 0.42% among 360,000; AID 602123, 2011; in the data active means inhibition above about 13%, passing the limit was not always enough;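 further: 0% = enzyme with probe and DMSO and 100% = no enzyme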
NRP1-CendR mod: modulators of CendR peptide binding to NRP-1, primary screen, biochemical, fluorescence polarization, uHTS. Neuropilin-1 (Homo sapiens), O14786. FAM-RPARPAR peptide binding to NRP-1. inhibition, % at 25 µM. hit rate 0.85% among 360,000. AID 602438, 2012;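 active means inhibition or corrected inhibition above about 18%, plus a signal ratio from 0.5 to 1.5, limit read from the data, passing the limit was not always enough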; further: strong numbers were not always called active
STEP block: STEP phosphatase inhibitors, primary screen, biochemical, fluorescence intensity, uHTS; inhibition, % at 20 µM; Tyrosine-protein phosphatase non-receptor type 5 (Homo sapiens), P54829; recombinant STEP, OMFP fluorogenic substrate; hit rate 0.25% among 360,000;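 active means inhibition at 20 µM, scaled per plate between control wells, above about 37%, limit read from the data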;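 further: 0% = DMSO with enzyme and substrate and 100% = substrate only without enzyme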
Target sequence (P54829 whole entry, looked up): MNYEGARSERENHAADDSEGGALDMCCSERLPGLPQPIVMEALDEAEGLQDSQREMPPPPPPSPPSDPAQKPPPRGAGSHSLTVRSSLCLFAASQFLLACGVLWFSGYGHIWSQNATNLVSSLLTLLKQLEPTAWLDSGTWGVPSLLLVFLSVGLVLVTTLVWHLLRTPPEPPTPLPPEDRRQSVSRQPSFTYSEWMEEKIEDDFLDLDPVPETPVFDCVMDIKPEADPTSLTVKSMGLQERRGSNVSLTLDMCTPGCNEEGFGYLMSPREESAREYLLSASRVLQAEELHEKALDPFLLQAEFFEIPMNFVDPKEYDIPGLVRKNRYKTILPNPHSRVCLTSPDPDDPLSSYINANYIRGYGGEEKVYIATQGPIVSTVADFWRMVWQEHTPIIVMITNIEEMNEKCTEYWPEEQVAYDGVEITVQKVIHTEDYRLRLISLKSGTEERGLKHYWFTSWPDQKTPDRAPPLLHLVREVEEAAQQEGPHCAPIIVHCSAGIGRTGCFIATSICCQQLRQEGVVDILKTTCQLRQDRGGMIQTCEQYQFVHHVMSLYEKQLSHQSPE
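Material: STEP (striatal-enriched tyrosine phosphatase) enzyme, cell-free; Compound dosing: 20 µM single dose in 1% DMSO; Technique: fluorescence read at 480 nm ex / 540 nm em; Times: reaction 20 min, ambient temperature; Medium: 50 mM Bis-Tris pH 6.0 with 2.5 mM DTT and 0.005% Tween 20; Also added: OMFP at 25 µM.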
Scp1 inh: Scp-1 phosphatase inhibitors, primary screen, biochemical, colorimetric, uHTS; hit rate 0.88% among 340,000; inhibition, % at 20 µM; Carboxy-terminal domain RNA polymerase II polypeptide A small phosphatase 1 (Homo …; Recombinant Scp1, phosphopeptide, malachite green phosphate absorbance;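 active means inhibition above about 50% at 20 µM, limit read from the data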;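 further: plate controls were DMSO wells with enzyme for no effect and wells lacking enzyme for full effect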
Target sequence (Q9GZU7 76-261 limits assumed): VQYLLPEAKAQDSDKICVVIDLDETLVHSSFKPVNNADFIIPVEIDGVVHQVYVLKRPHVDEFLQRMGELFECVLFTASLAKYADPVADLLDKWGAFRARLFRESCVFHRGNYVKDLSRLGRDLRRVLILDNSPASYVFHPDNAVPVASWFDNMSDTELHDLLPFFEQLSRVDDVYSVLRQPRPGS
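Material: truncated SCP-1 phosphatase (76-261aa) / Buffer or medium: 50 mM Tris acetate pH 5.5, 0.005% Tween-20, 10 mM MgCl2 / Compound dosing: one concentration, 20 µM, with 1.0% DMSO / Incubation: 45 min room-temperature reaction, 5 min colour, 30 min stabiliser / Detection: colorimetric free-phosphate detection, absorbance 630 nm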
MsrA inhibitor: bovine MsrA enzyme inhibitors, primary screen, biochemical, absorbance, HTS; purified bovine MsrA, absorbance read-out; inhibition, % at 15.5 µM; hit rate 0.75% among 360,000; in the data active means inhibition above about 4.5%;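 further: 0% = vehicle wells with enzyme and 100% = reference inhibitor wells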
Tb MetRS inh: T. brucei MetRS inhibitors, primary screen, biochemical, luminescence. purified T. brucei MetRS, ATP depletion, Kinase-Glo luminescence. inhibition, % at 11.9 µM. hit rate 0.4% among 360,000;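 active means inhibition above a per-plate cutoff of the control wells' mean inhibition plus 3 SD, cut at about 5.5% in these data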;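 further: 0% = DMSO wells median and 100% = median of wells with control inhibitor compound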
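Test system: purified T. brucei MetRS enzyme. Also added: ATP, methionine and E. coli bulk tRNA substrates. Compound: 11.9 µM single point. Schedule: 15 min enzyme-compound preincubation, 2 h reaction, 10 min detection, 25 °C. Signal: luciferase luminescence of residual ATP, Kinase-Glo. Evaluation: percent inhibition versus plate control medians. Controls: DMSO wells, low control.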
SUMO1 PPI mod: modulators of SUMO1 protein-protein interactions, primary screen, biochemical, uHTS | Small ubiquitin-related modifier 1 (Homo sapiens), P63165 | SUMO1 binding to a labelled peptide, TR-FRET, 1 h | inhibition, % at 20 µM | hit rate 0.33% among 360,000 | AID 602429, 2012; in the data active means inhibition above about 37%
Target sequence (P63165 whole entry, looked up): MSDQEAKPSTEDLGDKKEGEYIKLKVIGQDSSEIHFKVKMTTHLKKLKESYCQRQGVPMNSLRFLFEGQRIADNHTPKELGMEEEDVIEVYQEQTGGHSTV
DNMT1 block: human DNMT1 methyltransferase inhibitors, primary screen, biochemical, molecular beacon, fluorescence, HinP1I cleavage, uHTS | DNA (cytosine-5)-methyltransferase 1 (Homo sapiens), P26358 | inhibition (reported as % activation of signal), % at 10 µM | hit rate 0.83% among 360,000 | AID 588458, 2011; in the data active means inhibition above about 50%
MsrA act: bovine MsrA enzyme activators, primary screen, biochemical, absorbance, HTS; purified bovine MsrA, absorbance read-out; hit rate 0.3% among 360,000; activation, % at 10.6 µM; in the data active means activation above about 7.5%;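 further: 0% = vehicle and 100% = reference activator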
* hit, by the source's call.

Results for Cc1cccc(Cn2c(NCCO)nc3c2c(=O)n(C)c(=O)n3C)c1 ?
LMPTP inh: -2.6; E coli Lon inh: 5.7; NRP1-CendR mod: -2.5; STEP block: -4.1; Scp1 inh: 3.1; MsrA inhibitor: 0.8; Tb MetRS inh: -1.7; SUMO1 PPI mod: 1.9; DNMT1 block: 1.9; MsrA act: -11.7

What do the screens show for `O=C(NCCNc1ccc([N+](=O)[O-])cc1C(F)(F)F)c1ccccc1`?
LMPTP inh: -0.4; E coli Lon inh: -7.9; NRP1-CendR mod: 10.8; STEP block: -1.9; Scp1 inh: -11.7; MsrA inhibitor: 2.1; Tb MetRS inh: 0.3; SUMO1 PPI mod: -18.3; DNMT1 block: 2.0; MsrA act: -5.6

What do the screens show for `O=S(=O)(Nc1ccccc1F)c1cccc(NC(=S)NCCN2CCOCC2)c1`?
LMPTP inh: 5.3; E coli Lon inh: -20.1; NRP1-CendR mod: -5.8; STEP block: 91.5*; Scp1 inh: -7.3; MsrA inhibitor: -0.7; Tb MetRS inh: -0.3; SUMO1 PPI mod: 3.3; DNMT1 block: -4.3; MsrA act: 3.9

Results for CCCCNC(=S)N(Cc1ccco1)Cc1cc2cc3c(cc2[nH]c1=O)OCCO3 ?
LMPTP inh: -2.0; E coli Lon inh: -0.8; NRP1-CendR mod: 2.4; STEP block: -1.8; Scp1 inh: -7.8; MsrA inhibitor: 0.1; Tb MetRS inh: -0.2; SUMO1 PPI mod: -2.9; DNMT1 block: 10.2; MsrA act: -3.7

How did COc1ccc(Cl)c2sc(NC(=O)C3=COCCO3)nc12 do in these assays?
LMPTP inh: 1.3; E coli Lon inh: 7.2; NRP1-CendR mod: -2.6; STEP block: 0.3; Scp1 inh: -4.9; MsrA inhibitor: 0.6; Tb MetRS inh: -0.5; SUMO1 PPI mod: 2.7; DNMT1 block: 2.3; MsrA act: -1.8

Results for Cc1nn(C)cc1[C@@H]1C[C@H]2CN(Cc3cccc(Cl)c3)C(=O)[C@]23CCCN13 ?
LMPTP inh: 0.1; E coli Lon inh: -11.3; NRP1-CendR mod: -30.2; STEP block: -1.7; Scp1 inh: 33.0; MsrA inhibitor: 1.1; Tb MetRS inh: -0.7; SUMO1 PPI mod: 2.0; DNMT1 block: -3.4; MsrA act: -12.3

What do the screens show for `COc1ccccc1NC(=O)c1cc([N+](=O)[O-])ccc1NCCN1C(=O)CCC1=O`?
LMPTP inh: 1.3; E coli Lon inh: 1.1; NRP1-CendR mod: -0.4; STEP block: 0.2; Scp1 inh: -9.4; MsrA inhibitor: -0.6; Tb MetRS inh: 2.7; SUMO1 PPI mod: -19.9; DNMT1 block: 0.9; MsrA act: -2.9

What do the screens show for `CN(CC(=O)Nc1cccc(F)c1)CC(=O)N1CCCCC1`?
LMPTP inh: -0.3; E coli Lon inh: 8.8; NRP1-CendR mod: 8.7; STEP block: -1.8; Scp1 inh: -10.4; MsrA inhibitor: -0.5; Tb MetRS inh: -0.1; SUMO1 PPI mod: 2.6; DNMT1 block: 0.1; MsrA act: -2.8

How did Cc1cccc(Nc2ccncc2S(=O)(=O)NC(=O)NC(C)C)c1 do in these assays?
LMPTP inh: -1.3; E coli Lon inh: -5.6; NRP1-CendR mod: -2.1; STEP block: -1.8; Scp1 inh: -8.8; MsrA inhibitor: 0.0; Tb MetRS inh: -1.4; SUMO1 PPI mod: 4.2; DNMT1 block: 1.1; MsrA act: -5.2

Results for COc1cc([N+](=O)[O-])ccc1NC(=O)COC(=O)CCS(=O)(=O)c1ccc(C)cc1 ?
LMPTP inh: -1.0; E coli Lon inh: -0.9; NRP1-CendR mod: 9.0; STEP block: -0.1; Scp1 inh: -6.2; MsrA inhibitor: 0.9; Tb MetRS inh: -0.5; SUMO1 PPI mod: -26.9; DNMT1 block: -1.1; MsrA act: -5.8

What do the screens show for `O=C(Nc1cc(C(F)(F)F)cc(C(F)(F)F)c1)O[C@@H]1c2ccccc2[C@@H]2Cc3csc[n+]3[C@H]12`?
LMPTP inh: 1.7; E coli Lon inh: 4.8; NRP1-CendR mod: -19.0; MsrA inhibitor: -1.0; Tb MetRS inh: 0.7; SUMO1 PPI mod: -51.8; MsrA act: 2.2

Results for COc1ccc([N+](=O)[O-])cc1N(CC(=O)N(C)C)S(C)(=O)=O ?
LMPTP inh: -0.6; E coli Lon inh: -2.2; NRP1-CendR mod: -1.0; STEP block: 2.7; Scp1 inh: -11.1; MsrA inhibitor: 1.6; Tb MetRS inh: -0.1; SUMO1 PPI mod: 0.7; DNMT1 block: 0.7; MsrA act: -3.7

The last two entries of the section before come first, to join the parts:
What do the screens show for `O=C(Nc1cc(C(F)(F)F)cc(C(F)(F)F)c1)O[C@@H]1c2ccccc2[C@@H]2Cc3csc[n+]3[C@H]12`?
LMPTP inh: 1.7; E coli Lon inh: 4.8; NRP1-CendR mod: -19.0; MsrA inhibitor: -1.0; Tb MetRS inh: 0.7; SUMO1 PPI mod: -51.8; MsrA act: 2.2

Results for COc1ccc([N+](=O)[O-])cc1N(CC(=O)N(C)C)S(C)(=O)=O ?
LMPTP inh: -0.6; E coli Lon inh: -2.2; NRP1-CendR mod: -1.0; STEP block: 2.7; Scp1 inh: -11.1; MsrA inhibitor: 1.6; Tb MetRS inh: -0.1; SUMO1 PPI mod: 0.7; DNMT1 block: 0.7; MsrA act: -3.7

How did COc1cccc(-c2nn3c(-c4ccccn4)nnc3s2)c1 do in these assays?
LMPTP inh: -0.7; E coli Lon inh: -5.1; NRP1-CendR mod: -2.1; STEP block: -2.8; Scp1 inh: -3.7; MsrA inhibitor: 0.5; Tb MetRS inh: 0.1; SUMO1 PPI mod: 10.4; DNMT1 block: 2.3; MsrA act: -0.4

Results for CCN1C(=O)S/C(=C/c2c(OCc3ccc(C(=O)O)cc3)ccc3ccccc23)C1=O ?
LMPTP inh: 0.3; E coli Lon inh: -8.7; NRP1-CendR mod: -21.6; STEP block: 0.3; Scp1 inh: -0.9; MsrA inhibitor: -0.2; Tb MetRS inh: -0.9; SUMO1 PPI mod: -2.9; DNMT1 block: 0.5; MsrA act: -8.9

Results for Nc1nonc1N/N=C/c1c(O)ccc2ccccc12 ?
LMPTP inh: 5.0; E coli Lon inh: -6.2; NRP1-CendR mod: -9.4; STEP block: 0.8; Scp1 inh: -4.2; MsrA inhibitor: 1.4; Tb MetRS inh: 0.0; SUMO1 PPI mod: -6.2; DNMT1 block: -21.0; MsrA act: -5.5

What do the screens show for `Cc1ccn2cc(C(=O)Nc3ccccc3N3CCOCC3)nc2c1`?
LMPTP inh: 1.1; E coli Lon inh: 3.4; NRP1-CendR mod: 17.4; STEP block: -1.8; Scp1 inh: 3.5; MsrA inhibitor: 0.3; Tb MetRS inh: -0.6; SUMO1 PPI mod: 1.0; DNMT1 block: -1.6; MsrA act: -2.7

Results for COCCn1c(SCC(=O)NC(=O)NCc2ccccc2)nc2ccccc21 ?
LMPTP inh: -0.3; E coli Lon inh: -3.3; NRP1-CendR mod: 0.9; STEP block: 1.5; Scp1 inh: -6.1; MsrA inhibitor: -0.8; Tb MetRS inh: -0.2; SUMO1 PPI mod: 1.9; DNMT1 block: -0.2; MsrA act: -1.5

How did CCN(CC)c1nc(SCCOC(=O)Nc2ccccc2)nc(N(CC)CC)n1 do in these assays?
LMPTP inh: 3.2; E coli Lon inh: -12.8; NRP1-CendR mod: 2.7; STEP block: 2.7; Scp1 inh: 2.5; MsrA inhibitor: 0.2; Tb MetRS inh: -1.0; SUMO1 PPI mod: -1.1; DNMT1 block: -2.3; MsrA act: -11.2

How did CCCOC(=O)C1[C@H]2C(=O)N(C(C)c3ccc(OC)cc3)C[C@]23C=C[C@H]1O3 (some centres undefined) do in these assays?
LMPTP inh: -2.5; E coli Lon inh: -13.5; NRP1-CendR mod: 2.4; STEP block: -2.1; Scp1 inh: 2.9; MsrA inhibitor: 0.4; Tb MetRS inh: -0.6; SUMO1 PPI mod: -1.8; DNMT1 block: -1.2; MsrA act: 3.3

How did Cn1cc(/C=C(\NC(=O)c2ccccc2Cl)C(=O)NCCCn2ccnc2)c2ccccc21 do in these assays?
LMPTP inh: -0.7; E coli Lon inh: -0.9; NRP1-CendR mod: 6.8; STEP block: -2.7; Scp1 inh: 4.7; MsrA inhibitor: 3.0; Tb MetRS inh: -0.8; SUMO1 PPI mod: -19.2; DNMT1 block: 0.7; MsrA act: -9.9

How did O=C1CC(CC(=O)N/N=C/c2ccccc2[N+](=O)[O-])=NN1 do in these assays?
LMPTP inh: -1.0; E coli Lon inh: 6.5; NRP1-CendR mod: -2.0; STEP block: -4.1; Scp1 inh: -12.2; MsrA inhibitor: 2.8; Tb MetRS inh: 3.5; SUMO1 PPI mod: -19.5; DNMT1 block: -9.7; MsrA act: -4.0

How did COc1ccc(C(C)=O)cc1CSc1nc2ccccc2c(=O)n1-c1ccccc1 do in these assays?
LMPTP inh: 1.7; E coli Lon inh: 0.7; NRP1-CendR mod: -18.1; STEP block: -2.5; Scp1 inh: -11.7; MsrA inhibitor: 1.3; Tb MetRS inh: 0.2; SUMO1 PPI mod: -4.4; DNMT1 block: 5.0; MsrA act: -1.2

How did CCSCCC(NC1=CC(=O)CC(C)(C)C1)C(=O)O (centres undefined) do in these assays?
LMPTP inh: 0.1; E coli Lon inh: -0.5; NRP1-CendR mod: 2.0; STEP block: -0.9; Scp1 inh: -3.0; MsrA inhibitor: 1.0; Tb MetRS inh: -0.5; SUMO1 PPI mod: -0.5; DNMT1 block: -0.1; MsrA act: 4.6

Results for CCc1ccc(/C=N/NC(=O)Cc2ccc(OC)c(OC)c2)s1 ?
LMPTP inh: -1.3; E coli Lon inh: -3.3; NRP1-CendR mod: 4.9; STEP block: 0.0; Scp1 inh: -9.2; MsrA inhibitor: 3.5; Tb MetRS inh: -0.2; SUMO1 PPI mod: -16.1; DNMT1 block: 1.9; MsrA act: -4.0
